Screening data (PubChem)
STK33 kinase inh: inhibitors of human STK33 kinase | 320,000 tested, 0.073% active | inhibition, % at 10 µM | purified STK33, MBP phosphorylation, ADP-Glo luminescence;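 active = inhibition at or above 25%, using the most active replicate where run in duplicate; inactive = inhibition below 25%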
Target sequence (Q9BYT3 whole entry, looked up): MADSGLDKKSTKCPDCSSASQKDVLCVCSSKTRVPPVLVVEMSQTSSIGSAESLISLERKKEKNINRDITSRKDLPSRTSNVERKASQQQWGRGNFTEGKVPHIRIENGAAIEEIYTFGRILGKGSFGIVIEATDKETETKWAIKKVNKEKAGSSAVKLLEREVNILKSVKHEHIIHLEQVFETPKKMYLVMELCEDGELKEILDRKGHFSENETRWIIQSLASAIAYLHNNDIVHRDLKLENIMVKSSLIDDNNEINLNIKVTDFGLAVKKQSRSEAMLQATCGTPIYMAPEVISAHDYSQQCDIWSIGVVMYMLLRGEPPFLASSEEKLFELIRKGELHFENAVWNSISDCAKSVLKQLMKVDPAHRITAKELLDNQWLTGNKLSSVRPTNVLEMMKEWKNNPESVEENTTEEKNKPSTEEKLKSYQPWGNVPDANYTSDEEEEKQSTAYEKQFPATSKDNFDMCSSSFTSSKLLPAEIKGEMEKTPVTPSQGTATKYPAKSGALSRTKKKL
Kir21 block: blocks the mouse Kir2.1 inward-rectifier potassium channel; AID 1672; B-score at 10 µM; 310,000 tested, 0.85% active; HEK293-Kir2.1, FluxOR thallium flux fluorescence; hits give low values; P35561;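 active = fluorescence ratio B-score at or below minus 3 SD of library scores, with starting-brightness B-score within 2 SD, cut at about -4.2 in these data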;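 note: channel flux triggered by added potassium and thallium sulfate stimulus; B-score of peak minus minimum fluorescence over baseline after thallium stimulus; more negative B-score means stronger Kir2.1 block with less thallium influx; some compounds called inactive have numbers as strong as hits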
Target sequence (P35561 whole entry, looked up): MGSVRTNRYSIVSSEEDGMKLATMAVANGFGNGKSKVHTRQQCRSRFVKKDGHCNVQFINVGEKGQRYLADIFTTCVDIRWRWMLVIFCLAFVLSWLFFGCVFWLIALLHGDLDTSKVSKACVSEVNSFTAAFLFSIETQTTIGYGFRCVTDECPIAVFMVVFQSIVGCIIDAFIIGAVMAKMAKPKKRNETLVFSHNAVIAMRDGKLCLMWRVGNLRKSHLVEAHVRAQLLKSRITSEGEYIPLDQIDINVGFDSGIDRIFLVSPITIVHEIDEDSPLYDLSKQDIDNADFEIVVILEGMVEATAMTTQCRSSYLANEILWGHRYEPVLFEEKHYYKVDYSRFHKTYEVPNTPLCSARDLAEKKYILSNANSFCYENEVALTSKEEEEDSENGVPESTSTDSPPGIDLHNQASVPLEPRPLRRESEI
KCNQ2 inh: KCNQ2 potassium channel inhibitors, primary screen, cell-based, CHO-K1, FluxOR thallium flux, B-score (AID 2156). O88943. 20 min; hits give low values. B-score at 10 µM. 310,000 tested, 1.1% active;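 active = fluorescence ratio B-score at most minus 3 library SDs, with starting brightness B-score within 2 library SDs, cut at about -5.5 in these data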
* = called active by the depositor; i = inactive; x = no result given. Hits appear at their usual frequency; overall some 1.9% were active at least once.

SMILES	STK33 kinase inh	Kir21 block	KCNQ2 inh
Cc1ccc(C(=O)OCC(=O)Nc2cccc(S(=O)(=O)NC3=NCCCCC3)c2)c(C)c1	-0.3	1.1	i
COc1cc(NC(=O)C2CCN(S(=O)(=O)c3cccnc3)CC2)cc(OC)c1OC	-1.4	0.22	i
CCc1ccc(NC(=O)C(=O)NCC2CCCN2S(=O)(=O)c2ccccc2)cc1 (stereo not given)	x	1.4	i
CC(=O)Nc1cnc(NC(=O)c2cccc(F)c2)cc1C	0.6	1	i
CSCC(=O)NC1CCCc2c1cnn2-c1ccc(C)c(C)c1 (stereo not given)	-0.6	-0.57	i
COc1cccc(CCNC(=O)c2ccc(OC)c(OC3CCN(C(C)C)CC3)c2)c1	1.7	0	i
O=c1cc(-c2ccccc2)oc2cc(O)cc(O)c12	0.4	-0.74	i
O=C(O)Cn1nnc2ccccc21	-0.1	0.03	i
Cc1ccc(-c2ccc(=O)n(CCC(=O)NCc3ccccn3)n2)cc1	0.2	1.2	i
CN(c1ccccc1)S(=O)(=O)c1ccc(Cl)c(C(=O)OCC(N)=O)c1	-1.0	-1.9	i
CC(C)(C)CC(C)(C)NCC(=O)Nc1c2c(nc3ccccc13)CCC2	0.0	-0.75	i
CCOC(=O)c1c(S(=O)(=O)NCCc2ccccc2)c(C)n(C)c1C	-0.5	-2.9	i
COc1ccc(Cl)cc1NC(=O)c1cc(-c2cc(C)ccc2O)n[nH]1	-2.4	-0.31	i
CC(C)CNC(=S)N1CCC(c2nc(-c3ccc(F)cc3)no2)CC1	-1.0	0.53	i
Cc1ccc(N(C(=O)c2snc(C(N)=O)c2N)C(C(=O)NCC2CCCO2)c2ccc3ncccc3c2)cc1 (stereo not given)	x	0.22	i
Cc1ccc(N(CC(O)CN2CCOCC2)S(=O)(=O)c2ccc([N+](=O)[O-])cc2)cc1 (stereo not given)	-1.0	1.4	i
COc1ccc(/C=N/N=C/c2c[nH]c(=O)c(C#N)c2Nc2ccccc2)cc1	-0.8	0.11	i
COc1ccc(C(=O)Nn2c(SCC(=O)c3ccc(Cl)cc3)nc3ccccc3c2=O)cc1	-0.5	-0.65	i
O=Cc1ccc(C(=O)OCC(=O)N2CCCC2)cc1	-0.2	0.22	i
O=C(CCCc1ccccc1)Nc1cccc2c1CCCC2	0.0	0	i
CC(=O)Nc1cccc(NC(=O)CSc2ncc(C(=O)Nc3ccccc3)c(=O)n2C)c1	x	2.3	i
Cc1ccc2nc(CSc3nc(C)ccc3C#N)[nH]c2c1	1.1	0.97	i
CC1(C)Cc2cccc(C(=O)NCc3ccco3)c2O1	-0.1	0.05	i
CCN(CC)c1ccc(NC(=O)c2c(OC)cccc2OC)c(C)c1	-1.3	1.2	i
CCn1cc(S(=O)(=O)c2ccc(C)cc2)c(=O)c2cc(OC)ccc21	2.8	0.22	i

No new results follow: an excerpt of the list.
SMILES	STK33 kinase inh	Kir21 block	KCNQ2 inh
Cc1ccc(C(=O)OCC(=O)Nc2cccc(S(=O)(=O)NC3=NCCCCC3)c2)c(C)c1	-0.3	1.1	i
COc1cc(NC(=O)C2CCN(S(=O)(=O)c3cccnc3)CC2)cc(OC)c1OC	-1.4	0.22	i
CCc1ccc(NC(=O)C(=O)NCC2CCCN2S(=O)(=O)c2ccccc2)cc1 (stereo not given)	x	1.4	i
CC(=O)Nc1cnc(NC(=O)c2cccc(F)c2)cc1C	0.6	1	i
CSCC(=O)NC1CCCc2c1cnn2-c1ccc(C)c(C)c1 (stereo not given)	-0.6	-0.57	i
COc1cccc(CCNC(=O)c2ccc(OC)c(OC3CCN(C(C)C)CC3)c2)c1	1.7	0	i

Next section.
SMILES	STK33 kinase inh	Kir21 block	KCNQ2 inh
COc1cccc(C2CC(c3c(F)cccc3Cl)n3nc(N)nc3N2)c1 (stereo not given)	0.3	0.32	i
CC(C)(C)C1CCC(=NNC(=O)c2ccc(Br)o2)CC1 (stereo not given)	-0.8	1.3	i
CCn1c(CC(=O)Nc2ccccc2F)nnc1SCC(=O)Nc1nncs1	1.0	-0.17	i
COc1cccc(C(=O)CSc2nnc(CNc3nc(-c4ccccc4)cs3)n2C)c1	1.8	-0.89	i
CCc1nn(CC(=O)NC(C)CCc2ccccc2)c(=O)c2cc3cc(F)ccc3n12 (stereo not given)	-0.7	-1.3	i
Cc1cc([N+](=O)[O-])ccc1NC(=O)CSc1nccc(=O)[nH]1	-0.5	0.74	i
Cc1cc(SCc2cccc(Cl)c2)nc(=O)[nH]1	0.0	1.1	i
O=C(c1ccccc1NS(=O)(=O)c1ccc2c(c1)OCCO2)N1CCOCC1	0.6	0.35	i
O=C(Nc1cccc(F)c1)c1ccc(Br)o1	0.8	-0.36	i
Cc1ccc(NS(=O)(=O)c2ccc3c(c2)CCN3C(=O)CCC(=O)O)cc1Cl	-0.6	0.05	i
Cc1cccc(N2CCN(C(=O)CSCc3c(C)noc3C)CC2)c1C	-0.6	0.06	-6*
COc1ccc(N=C2NC(=O)CS2)c([N+](=O)[O-])c1	-1.2	1.8	i
COc1ccc2c(c1)N(C)/C(=C1/SC(=S)N(NC(C)=O)C1=O)S2	-1.2	-0.97	i
Cc1ccc(C)c(NC(=O)Cn2cnc3c(oc4ccccc43)c2=O)c1	-2.0	-0.37	i
Cn1c(=O)cc(OCC(=O)NCCCN2CCN(Cc3ccccc3)CC2)c2ccccc21	0.3	0.41	i
Cc1ccc(C(=O)Nc2cccc(C(=O)NC3CCCC3)c2)cc1	-0.3	-1.1	i
COc1ccc(-c2nc(CS(=O)CC(=O)NCc3cccnc3)c(C)o2)cc1OC (stereo not given)	-1.6	0.07	i
COc1ccc(C)c2sc(=NC(=O)C(C)C)n(C)c12	-1.1	2.2	i
O=C(O)c1sc2cc(C(F)(F)F)cnc2c1-c1ccccc1	-0.1	-0.55	i
Cc1cc(N2CCOCC2)n2cc(-c3ccccc3)nc2n1	-2.1	1.1	i
COc1ccc(N2CCN(CC(O)COc3ccc(C)c(C)c3)CC2)cc1 (stereo not given)	-1.9	0.2	i
CCn1c(CNC(=O)c2ccc(OC)c(OC)c2)nnc1SCC(=O)Nc1ccccc1	-2.6	0.51	i
O=[N+]([O-])c1ccc(C(O)CN2CCN(C/C=C/c3ccccc3)CC2)cc1 (stereo not given)	-1.7	-0.42	i
CCN(CC)CCCNC(=O)c1ccc(N2CCCCC2)c(NS(=O)(=O)c2ccc(C)cc2)c1	-0.6	0.49	i
Cc1ccc(NC(=O)c2c(C)nc3sc(C(=O)NC4CCCC4)c(N)c3c2-c2ccco2)c(C)c1	0.1	0.71	i
Other structures:
SMILES	STK33 kinase inh	Kir21 block	KCNQ2 inh
Cc1ccn2c(/C=N/OCc3ccc(F)cc3)c(-c3ccc(Cl)cc3)nc2c1	0.3	-3.9	-9*
O=C1COc2ccc(-c3csc(=Nc4ccc(OC(F)F)cc4)n3CC3CCCO3)cc2N1 (stereo not given)	-0.5	-1.5	i
Cc1[nH]c2ccccc2c1/C=N/NC(=O)CCC(=O)Nc1ccccc1	-0.5	0.02	i
O=C(c1cccc([N+](=O)[O-])c1)N1CCc2ccccc21	-0.3	-0.54	i
COC(=O)c1sc2ccc(C)cc2c1C(=O)OC	-1.7	-0.1	i
COc1cccc(NC(=S)N(Cc2ccc(Cl)cc2)Cc2ccc(C(=O)O)cc2)c1	-1.3	0.87	i
O=C(/C=C/c1ccccc1Cl)Nc1ccc(S(=O)(=O)Nc2ncccn2)cc1	0.0	-0.58	i
c1ccc(-c2csc3ncnc(NCc4ccccn4)c23)cc1	2.8	-2.5	i
COc1cccc(CN2C(=O)CCC2(C)C(=O)NCCc2ccc(OC)c(OC)c2)c1 (stereo not given)	0.1	-1.4	i
O=C(Nc1ccccc1Cl)N1CCN(Cc2ccc3c(c2)OCO3)CC1	0.4	1.2	i
Cn1nc(C(=O)OCC(=O)NC2CCS(=O)(=O)C2)c2ccccc2c1=O (stereo not given)	0.9	1.9	i
Cc1cc(C)cc(N(CC(=O)NC2CCCC2)S(=O)(=O)c2c(C)[nH]c(=O)[nH]c2=O)c1	-1.0	-1.1	i
Cc1ccc(NS(=O)(=O)c2cc(Br)cnc2N)cc1C	0.3	0.16	i
Cc1ccc(C)c(Cn2c(=O)n(CCCC(=O)NCc3ccco3)c(=O)c3sccc32)c1	-1.0	0.76	i
Cc1ccc(Cl)cc1NS(=O)(=O)c1ccc(-n2cccn2)cc1	-0.9	1	i
COc1ccc(OC)c(S(=O)(=O)NCc2nc3nc(C)cc(C)n3n2)c1	-1.1	-0.63	i
O=C(NCc1ccc2c(c1)OCO2)c1ccc(-n2cnnn2)cc1	0.1	-1.1	i
O=C(Nc1cccc2cccnc12)c1ccc(Cl)cc1Cl	-2.5	0.06	i
Cc1ccc(-n2c(C)cc(C(=O)CN3C(=O)C(=O)N(C4CCCC4)C3=O)c2C)cc1	0.0	-0.34	i
O=C(O)c1cccc(-n2cccc2C=C2C(=O)c3ccccc3C2=O)c1	0.3	-1.7	i
CN(CCc1ccccn1)C(=O)CCC1CCCN(C(=O)c2cscn2)C1 (stereo not given)	-0.4	-0.04	i
CCOc1ccccc1NC(=O)N1CCC(C(=O)c2ccc(F)cc2)CC1	-4.4	-0.62	i
COc1ccc(C(CNC(=O)c2ccc(OCC3CCCO3)cc2)N2CCOCC2)cc1 (stereo not given)	0.6	-1.5	i
O=C(/C=C/c1ccccc1)Nc1cccnc1Cl	-0.2	-1.4	i
CC(=O)c1ccc(NC(=O)Oc2ccccc2)cc1	-1.5	0.95	i
Later entries
SMILES	STK33 kinase inh	Kir21 block	KCNQ2 inh
CCc1ccccc1NC(=O)CCc1c(C)nc(SC)nc1C	0.1	0.65	i
Cc1nc2ccccc2c(=O)n1NC(=O)c1cc(Br)ccc1Cl	-1.4	-0.24	i
CCOC(=O)C1CCN(C(=O)CN(c2ccc3c(c2)OCO3)S(C)(=O)=O)CC1	-0.3	0.11	i
COc1ccc(C(=O)NNC(=O)c2ccc(C(C)(C)C)cc2)cc1	0.7	0.51	i
CCOc1ccc(C(=O)OCC(=O)Nc2nc(OC)cc(OC)n2)cc1OCC	-1.5	0.32	i
O=C(Nc1ccc2[nH]c(=O)[nH]c2c1)Nc1ccc(F)cc1F	-2.4	-1.9	i
CCC1CCCCN1Cc1nc2c(c(=O)n(C)c(=O)n2C)n1CC(C)C (stereo not given)	-0.7	-0.14	i
N=c1c(C(=O)NCC2CCCO2)cc2c(=O)n3ccccc3nc2n1C1CCCC1 (stereo not given)	-0.6	-0.32	i
Cc1cc(C)cc(CC2CC(=O)N(c3cc(C)on3)C2=O)c1 (stereo not given)	-0.9	0.28	i
O=C(CCS(=O)(=O)Cc1ccccc1)Nc1ncc([N+](=O)[O-])s1	0.1	-1.3	i
CCCCn1c(Cc2ccccc2)n[nH]c1=S	-1.6	-1.2	i
CCC(C)n1c(SCc2ccccc2)nc2ccsc2c1=O (stereo not given)	-1.7	-2.6	i
COC(=O)[C@@H](NC(=O)NC1CCCCC1C)C(C)C (stereo not given in full)	-0.9	2	i
CCN1CCN(C(=O)CN(C)S(=O)(=O)c2ccc3ccccc3c2)CC1	0.7	-0.48	i
Cc1nc(CNC(=O)CC2C(=O)NCCN2Cc2ccoc2)nc2c1CCCC2 (stereo not given)	0.3	-1.6	i
Cc1oc(-c2cccc(C(F)(F)F)c2)nc1CN1CCC[C@H]1CO	0.0	0.49	i
CCOC(=O)CSc1nc2ccc(N)cc2s1	0.3	-1.7	i
O=C(Cc1cccc(F)c1F)NC1CCCN(Cc2ccc(Cl)cc2)C1 (stereo not given)	-1.2	-1.5	i
CCOC(=O)c1cc(C(=O)c2cc(Cl)ccc2O)coc1=N	0.8	-0.26	i
CCN(CC)S(=O)(=O)c1ccc2oc(C(=O)O)c(C)c2c1	-0.2	0.52	i
COc1cc(/C=N/NC(=O)C2c3ccccc3Oc3ccccc32)ccc1O	0.8	0.5	i
COCCNc1nc2c(S(=O)(=O)c3cc(C)ccc3C)nnn2c2ccccc12	-0.4	0.38	i
CCOC(=O)CCc1cccc2c1CCC2=O	-0.5	0.64	i
CCN(CC)CCNC(=O)c1sc2nc(-c3ccccc3)cn2c1C	-0.2	-0.59	i
CCOC(=O)c1cc2occc2n1CC(=O)N1CCCc2ccccc21	-1.9	-2.7	i
More compounds.
SMILES	STK33 kinase inh	Kir21 block	KCNQ2 inh
O=C(Nc1ccc(Nc2ccccc2)cc1)c1ccc(Cl)cc1[N+](=O)[O-]	0.8	-0.58	i
CC(=O)Nc1ccc(CNC(=O)C[N+]2(C)CCOCC2)cc1	-3.1	-0.1	i
COc1ccccc1NC(=O)C1=C(C)NC2=C(C(=O)CCC2)C1c1ccc2c(c1)OCO2 (stereo not given)	-0.7	-1.5	i
O=C(O)CCC(=O)c1c[nH]c2ccccc12	-3.3	-0.4	i
CCC(C)Sc1nc2c(c(=O)[nH]c(=O)n2C)n1C (stereo not given)	-0.5	-1.1	i
COc1ccc(OC)c(/C=C/C(=O)N(C)CC(=O)Nc2cc(C)ccc2C)c1	0.3	-0.23	i
CCCC12CN3CC(CCC)(CN(C1)C3c1ccco1)C2=O (stereo not given)	-0.1	0.33	i

Four entries from above, sorted by the number in Kir21 block, largest number first:
mol	STK33 kinase inh	Kir21 block	KCNQ2 inh
COc1ccc(C)c2sc(=NC(=O)C(C)C)n(C)c12	-1.1	2.2	i
O=C(O)Cn1nnc2ccccc21	-0.1	0.03	i
COc1ccc(C(CNC(=O)c2ccc(OCC3CCCO3)cc2)N2CCOCC2)cc1 (stereo not given)	0.6	-1.5	i
CCOC(=O)c1cc2occc2n1CC(=O)N1CCCc2ccccc21	-1.9	-2.7	i
